Compound activity as filed in PubChem BioAssay.
esBAF inh: Bmi1 luciferase reporter increase in mESCs, primary screen, esBAF inhibitor project, mouse ES cells, Bmi1 luciferase knock-in, single point. 24 h; 100% = twice the neutral-well signal. reporter increase, % at 12.5 µM. 350,000 compounds, 2% hits. AID 602393, 2012; in the data active = activation above about 40%;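 also: 0% = median of the plate's neutral control wells and 100% = double that signal; a rise in the Bmi1 reporter signal indicates esBAF inhibition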
RAD52 inh: RAD52 DNA annealing inhibitors, primary screen, biochemical, FRET, single point, set 2; recombinant RAD52 DNA annealing, FRET fluorescence; inhibition, % at 18.7 µM; 360,000 compounds, 0.46% hits; AID 651710, 2012;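 active = every replicate showing at least 50% inhibition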
RAD54 branch: inhibitors of human RAD54 branch migration, primary screen, biochemical, fluorescence, single point; DNA repair and recombination protein RAD54-like (Homo sapiens), Q92698; RAD54 Holliday junction branch migration, FAM/BHQ fluorescence; inhibition, % at 10.4 µM; 360,000 compounds, 0.14% hits;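 active = mean normalized replicate activity at least 40 and at least half of replicates scoring 40 or more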;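 also: 0% = median of neutral control wells and 100% = median of positive control wells; inhibitors cause a drop in the FAM fluorescence signal; in these data hits start at about 50%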
PglD DTNB: C. jejuni PglD acetyltransferase inhibitors, primary screen, biochemical, DTNB colorimetric, single point; UDP-N-acetylbacillosamine N-acetyltransferase PglD (Campylobacter jejuni); purified PglD enzyme, DTNB colorimetric CoA detection; inhibition, % at 12.5 µM; 360,000 compounds, 0.098% hits; AID 602405, 2012; in the data active = inhibition above about 16%, passing the limit was not always enough; also: strong numbers were not always called active
E-selectin induc: E-selectin induction in HUVECs, primary screen, imaging, HUVEC, immunofluorescence imaging, single point | P16581 | normalized: neutral wells 0, TNF-alpha wells 100 | activation, % at 7.58 µM | 260,000 compounds, 0.37% hits | AID 686992, 2013;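 active = mean E-selectin-positive cell signal at least 10% of the positive control, reached in at least 60% of replicates, without over 20% cell loss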;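 also: in these data hits start at about 27%; measured in HUVEC primary endothelial cells; signal is the percent of cells scored E-selectin positive by PE staining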
Target sequence (P16581 whole entry, looked up): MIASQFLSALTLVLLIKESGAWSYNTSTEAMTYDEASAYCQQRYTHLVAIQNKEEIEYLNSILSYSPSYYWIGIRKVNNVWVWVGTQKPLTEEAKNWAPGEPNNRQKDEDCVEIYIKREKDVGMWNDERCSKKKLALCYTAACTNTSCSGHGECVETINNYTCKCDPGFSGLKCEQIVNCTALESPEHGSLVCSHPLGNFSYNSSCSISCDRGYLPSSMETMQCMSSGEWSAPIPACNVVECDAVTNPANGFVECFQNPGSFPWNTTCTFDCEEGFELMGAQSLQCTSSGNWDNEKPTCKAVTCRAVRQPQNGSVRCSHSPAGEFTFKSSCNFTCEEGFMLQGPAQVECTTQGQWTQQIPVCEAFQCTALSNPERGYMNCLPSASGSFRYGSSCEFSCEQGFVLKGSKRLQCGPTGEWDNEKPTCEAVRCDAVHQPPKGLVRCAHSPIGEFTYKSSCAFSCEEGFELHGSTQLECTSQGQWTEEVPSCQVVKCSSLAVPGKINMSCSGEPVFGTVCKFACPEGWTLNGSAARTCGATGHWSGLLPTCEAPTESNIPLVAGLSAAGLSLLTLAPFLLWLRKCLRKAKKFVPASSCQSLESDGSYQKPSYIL
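Test system: HUVEC | Signal: Immunofluorescence imaging | Read-out: Percent E-selectin-positive cells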
ARNT TACC3 PPI: disruptors of ARNT/TACC3 protein interaction, primary screen, biochemical, AlphaScreen, single concentration; AlphaScreen His-ARNT PAS-B/GST-TACC3 binding, luminescence; TACC3 fragment carries E629A point mutation; AID 623870, 2012; Transforming acidic coiled-coil-containing protein 3 (Homo sapiens), Q9Y6A5; inhibition, % at 9.99 µM; 390,000 compounds, 0.66% hits;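 active = mean inhibition of replicates at least 50% and at least half of replicates each reaching 50%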;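 also: 0% = complete ARNT plus TACC3 wells and 100% = ARNT alone without TACC3; many hits fall short of the cut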
ERp5 block: inhibitors of ERp5-driven insulin aggregation, primary screen, biochemical, turbidity, absorbance 650 nm, single point | Protein disulfide-isomerase A6 (Homo sapiens), Q15084 | 90 min | inhibition, % at 9.99 µM | 350,000 compounds, 0.05% hits | AID 651711, 2012;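 active = mean replicate inhibition above about 25%, with every replicate also reaching it, limit read from the data, passing the limit was not always enough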
Target sequence (Q15084 whole entry, looked up): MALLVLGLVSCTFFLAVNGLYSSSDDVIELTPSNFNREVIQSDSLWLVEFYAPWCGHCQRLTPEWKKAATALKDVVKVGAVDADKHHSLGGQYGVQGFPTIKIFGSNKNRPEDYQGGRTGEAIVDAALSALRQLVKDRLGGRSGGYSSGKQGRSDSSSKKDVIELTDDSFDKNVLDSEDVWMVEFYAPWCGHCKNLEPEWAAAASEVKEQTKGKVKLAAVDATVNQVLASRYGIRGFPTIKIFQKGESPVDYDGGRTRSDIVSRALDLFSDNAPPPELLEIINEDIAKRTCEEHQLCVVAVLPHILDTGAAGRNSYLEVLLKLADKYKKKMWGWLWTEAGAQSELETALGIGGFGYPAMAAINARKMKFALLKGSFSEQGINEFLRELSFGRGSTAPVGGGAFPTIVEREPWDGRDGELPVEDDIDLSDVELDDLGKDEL
CASP6 VEID inh: human caspase-6 inhibitors, primary screen, biochemical, VEID-R110 fluorescence, single point, set 2; P55212; purified caspase-6, Z-VEID-R110 cleavage fluorescence; inhibition, % at 12.5 µM; 350,000 compounds, 0.53% hits; AID 686996, 2013;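 active = mean inhibition across replicates at least about 35%, with every replicate also reaching that limit, limit read from the data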;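 also: 0% = median of neutral control wells and 100% = no fluorescence left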
The depositor's hits bear a star; · = no result given; & = joins results of further samples.

molecule	esBAF inh	RAD52 inh	RAD54 branch	PglD DTNB	E-selectin induc	ARNT TACC3 PPI	ERp5 block	CASP6 VEID inh
CSCC[C@@H](C(=O)NCc1cccs1)N1Cc2ccccc2C1=O	-1	-2	-2	-5	0.4	-5	-1	3
O=C(CN1C2=NCCN2c2ccccc21)c1ccc(Br)s1	-7	7	10	-5	-2.0	-2	4	-9
CC1OC(Oc2ccc3ccc(=O)oc3c2-c2c(O)ccc3cc(Oc4ccc5ccc(=O)oc5c4)c(=O)oc23)C(O)C(O)C1O (centres undefined)	-2	-9	-2	4	0.4	-25	2	18
CO[C@H]1CN(C)C(=O)c2cc(NC(=O)c3ccc(F)cc3)ccc2OC[C@H](C)NC[C@@H]1C	5	·	-10	0	0.0	-7	·	·
C[C@@H]1CN([C@@H](C)CO)C(=O)c2cc(C#CCN(C)C)cnc2O[C@H]1CN(C)C(=O)c1cnccn1	1	-4	25	-2	-0.4	-2	1	1
COC(=O)c1nc2n(n1)C(c1ccc(OC)c(OC)c1OC)C1=C(CCCC1=O)N2 (centres undefined)	-1	-7	-13	-1	·	0	-1	0
Cc1cc(=O)oc2cc(OC(C)C(=O)NCC3CCCO3)ccc12 (centres undefined)	2	-21	1	-4	1.3	-9	-10	-2
CC(C)(C)c1ccc(NC(=O)c2cc[n+]([O-])cc2)cc1	7	-2	-16	3	·	2	-4	0
COc1ccccc1CN1CCNC(=O)C1CC(=O)NCc1c(C)n[nH]c1C (centres undefined)	·	-15	·	·	·	-1	-3	-2
CCCNC(=O)N1[C@H](CO)[C@@H](c2ccccc2)[C@@H]1C#N	-5	-6	11	0	-0.5	5	-5	2
Cc1ccc(Cl)c(OC(=O)c2nn(C(C)C)c(=O)c3ccccc23)c1	·	-14	·	·	6.9	-26	6	1
CCc1ccc([C@@H]2C[C@H]3CN(Cc4ccccc4OC)C(=O)[C@]34CCCN24)cc1	·	-32	0	-5	-0.2	-2	-3	1
C[C@@H]1CCCCO[C@H](CN(C)Cc2ccc(C(=O)O)cc2)[C@H](C)CN([C@H](C)CO)C(=O)c2cc(N(C)C)ccc2O1	-7	0	4	-2	0.3	3	-1	-2
O=C(O)c1c[nH]c2ccc(S(=O)(=O)N3CCOCC3)cc12	-1	·	4	-1	-1.7	-12	·	·
OC[C@H]1O[C@@H](n2cnc3c(NCc4ccco4)ncnc32)[C@H](O)[C@@H]1O	36	-9	6	-3	-1.6	1	3	2
O=C(CCN1C(=O)C2CCCCC2C1=O)N1CCN(S(=O)(=O)c2c(F)cccc2F)CC1 (centres undefined)	·	-7	·	·	-0.4	0	1	0
O=C(c1cccnc1)N1CC2(C1)[C@H](c1ccccc1)[C@@H](CO)N2C(=O)C1CCC1	·	5	·	·	-0.1	·	1	-2
COc1ccc(NC2CCCN(C(=O)CCCN3CCCCC3=O)C2)cc1 (centres undefined)	1	-11	-4	3	·	-2	2	3
COc1ccc(CN(C)C[C@@H]2OCc3cn(nn3)CCCC(=O)N([C@H](C)CO)C[C@H]2C)cc1	1	8	-1	-1	0.0	-13	1	-2
CC(C)CC#Cc1ccc2c(c1)O[C@H](CN(C)C(=O)c1ccncc1)[C@@H](C)CN([C@H](C)CO)S2(=O)=O	10	3	-3	6	-0.3	2	-2	1

Shown as labelled records: entries from further up
COc1ccc(CN(C)C[C@@H]2OCc3cn(nn3)CCCC(=O)N([C@H](C)CO)C[C@H]2C)cc1
  esBAF inh: 1
  RAD52 inh: 8
  RAD54 branch: -1
  PglD DTNB: -1
  E-selectin induc: 0.0
  ARNT TACC3 PPI: -13
  ERp5 block: 1
  CASP6 VEID inh: -2

Cc1ccc(Cl)c(OC(=O)c2nn(C(C)C)c(=O)c3ccccc23)c1
  esBAF inh: ·
  RAD52 inh: -14
  RAD54 branch: ·
  PglD DTNB: ·
  E-selectin induc: 6.9
  ARNT TACC3 PPI: -26
  ERp5 block: 6
  CASP6 VEID inh: 1

COC(=O)c1nc2n(n1)C(c1ccc(OC)c(OC)c1OC)C1=C(CCCC1=O)N2 (centres undefined)
  esBAF inh: -1
  RAD52 inh: -7
  RAD54 branch: -13
  PglD DTNB: -1
  E-selectin induc: ·
  ARNT TACC3 PPI: 0
  ERp5 block: -1
  CASP6 VEID inh: 0

Further structures follow:
molecule	esBAF inh	RAD52 inh	RAD54 branch	PglD DTNB	E-selectin induc	ARNT TACC3 PPI	ERp5 block	CASP6 VEID inh
O=C(Cn1cc2c(n1)CCCC2)NCCc1ccccc1	5	-9	5	0	1.0	-19	0	-1
COc1ccc(-c2cn[nH]c2-c2ccc(O)cc2O)cc1OC	-4	-17	-11	4	-0.1	3	1	5
CC(CCc1ccccc1)NC(=O)C1CCN(C(=O)c2sccc2-n2cccc2)CC1 (centres undefined)	-3	-1	5	2	0.0	-5	-10	0
CCOC(=O)N1CCN(C2=Nc3cccc4cccc2c34)CC1	-34	·	44	0	·	9	·	·
Cc1noc(C)c1NC(=O)Nc1ccc2c(c1)C(=O)N(C)[C@@H]1CC[C@@H](CC(=O)N(C)C)O[C@H]1CO2	-3	5	3	2	-0.2	7	11	2
COc1ccc(-c2csc(N(CCCN(C)C)C(=O)c3ccccc3Cl)n2)cc1	-1	53*	22	6	0.0	17	0	-28
CC(=O)Nc1c(-c2ccccc2)nc2ncccn12	-6	-8	-1	3	0.4	-10	19	1
N#CCCN(Cc1cccnc1)C(=O)Nc1ccc(Cl)c(Cl)c1	3	·	10	-5	·	0	·	·
COC(=O)[C@]12CCCCC=C1N(CCC1=CCCCC1)C(=O)[C@H](CC(=O)NCc1ccc(C)o1)C2	·	-11	·	·	0.0	·	1	5
CCOC(=O)C(CC)(CC)C(=O)/C=C/c1ccc(Br)cc1	-12	·	-4	5	·	4	·	·
Cc1cc(C)cc(OCC(=O)OCc2cc([N+](=O)[O-])cc3c2OCOC3)c1	5	-9	4	-2	0.1	-4	-4	-2
O=C(COC(=O)c1ccc(-c2ccc([N+](=O)[O-])cc2)o1)NC(=O)NC1CCCCC1	9	-17	-5	1	-0.2	4	8	5
Cc1ccc(S(=O)(=O)Nc2ccc3c(c2)C(=O)N([C@H](C)CO)C[C@H](C)[C@@H](CN(C)C(=O)Nc2c(C)noc2C)O3)cc1	-2	8	1	1	0.1	-2	4	·
Cn1c(=O)c2[nH]c(=S)n(Cc3ccccc3)c2n(C)c1=O	0	-12	·	·	-0.1	-8	-7	-3
Cc1[nH]n(-c2ccc([N+](=O)[O-])cc2)c(=O)c1C=NCCc1ccc(S(N)(=O)=O)cc1	·	-9	-2	-2	·	-2	-3	2
O=C(NCc1ccco1)C(=O)NCC1OCCN1S(=O)(=O)c1ccc(Cl)cc1 (centres undefined)	0	-11	-1	2	1.9	-1	-2	3
COc1ccccc1/C=N/NC(=O)c1ccc(C)nc1	-3	-8	-9	-3	-0.1	3	-3	-1
C[C@@H]1CCCCO[C@@H](CN(C)C(=O)NC2CCCCC2)[C@@H](C)CN([C@H](C)CO)C(=O)c2cc(NS(=O)(=O)c3cn(C)cn3)ccc2O1	-6	-13	-6	0	-0.1	2	0	1
CCN1[C@@H]2c3ccc(-c4cccc(F)c4)c(=O)n3C[C@H]1[C@H](CO)[C@H]2C(=O)N(C)C	-2	-10	-10	-2	0.0	2	-1	-3
O=C(NCC(c1ccc(F)cc1)N1CCOCC1)c1c(F)cccc1F (centres undefined)	3	-7	3	3	3.1	7	-1	4

Further records.
molecule	esBAF inh	RAD52 inh	RAD54 branch	PglD DTNB	E-selectin induc	ARNT TACC3 PPI	ERp5 block	CASP6 VEID inh
Cc1ccc(S(=O)(=O)/N=C/c2ccco2)cc1	0	·	-3	5	·	-2	·	·
COc1ccc(C(=O)N[C@H](C(=O)OCn2nnc3ccccc3c2=O)C(C)C)cc1	0	2	8	3	·	1	5	2
Cc1cc(C)n(-c2nc(NCc3cccnc3)c3c4c(sc3n2)COC(C)(C)C4)n1	2	·	-3	0	·	24	·	·
CCC1CCc2c(sc(NC(=O)c3ccoc3C)c2C(N)=O)C1 (centres undefined)	24	·	0	6	·	-4	·	·
O=C(NCCCl)NNc1c(Cl)cc(Cl)cc1Cl	7	-6	-1	-2	-0.4	-6	-5	·
C[C@@H]1CN([C@H](C)CO)C(=O)c2c(c3ccccc3n2C)-c2ccccc2CO[C@H]1CN(C)C(=O)Nc1ccc2c(c1)OCO2	81*	-3	0	4	0.0	-17	-4	0
CCOc1ccc(S(=O)(=O)Nc2cc(SCC(=O)O)c(O)c3ccccc23)cc1	-5	-19	0	7	·	·	1	88*
Cc1ccc(S(=O)(=O)Nc2ccc(C(=O)NCc3cccnc3)cc2)cc1	-1	-9	5	9	-1.5	-8	2	-1
CC(=O)Nc1ccc(NC(=O)c2ccccc2N(C)S(=O)(=O)c2ccc(C)cc2)cc1	-3	-8	-7	-12	·	-2	-6	2
Nc1c(N2CCN(c3ccccc3)CC2)c2ccccc2oc1=O	3	·	3	-4	·	7	·	·
COc1ccc(C(CNC(=O)c2cc(F)c(F)c(F)c2F)N2CCOCC2)cc1 (centres undefined)	·	-50	·	·	·	2	1	-6
C[C@H](CO)N1C[C@H](C)[C@@H](CN(C)C)Oc2c(NS(=O)(=O)c3cccs3)cccc2C1=O	-6&-4	18&-1	-2&-1	3&-2	0.0	-4&-2	3&3	1&-1
CCCCN(C(=O)c1ccccc1Br)C1CCS(=O)(=O)C1 (centres undefined)	-1	-9	-10	0	-1.5	-3	0	3
O=S(=O)(c1ccc(SCc2ccccc2)nc1)N1CCCCCC1	8	-1	-14	3	0.2	·	2	-2
O=C(c1ccc(F)cc1)N1CC(=O)N2[C@H](C1)[C@H](c1ccc(-c3cccnc3)cc1)[C@@H]2CO	·	-11	·	·	0.1	·	0	1
COc1ccc(N(CC(=O)Nc2cccnc2)S(C)(=O)=O)cc1	·	-15	·	·	·	1	-2	0
CC(C)NC(=O)Nc1ccc2c(c1)C(=O)N([C@@H](C)CO)C[C@@H](C)[C@H](CN(C)Cc1ccc(Oc3ccccc3)cc1)O2	2	11	43	2	0.0	-2	-3	2
NC(=O)C1CCN(C(=O)C2CC(=O)N(c3ccc(F)cc3)C2)CC1 (centres undefined)	·	-5	16	-2	-0.3	23	-21	6
CN(CC(=O)Nc1ccccc1Cl)C(=O)COC(=O)CNC(=O)c1ccc(Br)o1	-6	·	2	2	·	-2	·	·
O=c1ccc(-c2ccccc2)nn1Cc1ccc(F)cc1	10	-7	9	3	-0.1	-1	3	2

Quoted from the listing:
esBAF inh result of `Cc1cc(C)n(-c2nc(NCc3cccnc3)c3c4c(sc3n2)COC(C)(C)C4)n1` stands at 2
ERp5 block result of `CC(C)NC(=O)Nc1ccc2c(c1)C(=O)N([C@@H](C)CO)C[C@@H](C)[C@H](CN(C)Cc1ccc(Oc3ccccc3)cc1)O2` stands at -3
RAD52 inh result of `O=C(NCCCl)NNc1c(Cl)cc(Cl)cc1Cl` stands at -6
ARNT TACC3 PPI result of `Nc1c(N2CCN(c3ccccc3)CC2)c2ccccc2oc1=O` stands at 7
RAD52 inh result of `COc1ccc(N(CC(=O)Nc2cccnc2)S(C)(=O)=O)cc1` stands at -15
esBAF inh result of `Cc1ccc(S(=O)(=O)/N=C/c2ccco2)cc1` stands at 0
